Hsp70 activator: transcriptional activators of Hsp70; HeLa Hsp70 promoter luciferase reporter, luminescence; scaled: vehicle 0, proteasome-inhibitor control 100%; activation, % at 10 µM; 200,000 tested, 0.04% active;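 active = activation above the mean across all tested compounds plus 3 SD, cutoff set per campaign, cut at about 5.5% in these data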;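 also: 100% = MG132 at 30 µM as the positive control and 0% = DMSO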
DTT redox prof: compounds producing H2O2 with reducing agent – biochemical, NIH compound library profiling, artefact control for MLSCN library redox annotation, primary screen | DTT-dependent redox cycling H2O2, phenol red/HRP absorbance; 100% = 100 µM peroxide control, 0% = buffer | activation, % at 10 µM | 200,000 tested, 0.03% active | AID 878;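 active = activation of at least 50% relative to the plate's high and low controls in the primary single-dose screen; inactive = activation below 50%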;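 also: compound incubated with DTT at 0.8 mM final as the reducing agent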
NF-kB neuron act: NF-kB expression increase, human neuronal cells. NF-kB reporter expression; stronger effect = higher value. fold change at 12.5 µM. 190,000 tested, 1.6% active. AID 1239; in the data active = fold change above about 3.3
STAT3 act: activators of IL-6 induced STAT3 signaling. U3A cells, IL-6 STAT3-luciferase reporter, luminescence; 100% = signal with IL-6 EC80 alone. AID 871. 190,000 tested, 0.91% active. activation (% of control), % at 5.6 µM;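 active = activation above the screen-wide mean of compound activation plus 3 SD, cut at about 130% in these data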;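 also: 0% = background luminescence of wells with medium and substrate only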
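Test system: STAT3-luciferase reporter U3A cells; Detection: reporter luminescence signal; Times: 1 h compound pre-exposure, 6 h IL-6 stimulation, 37 °C; Benchmarks: IL-6-only high control; Also added: IL-6 stimulus at 33 ng/mL final.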
HMGR II inh: E. faecalis class II HMG-CoA reductase inhibition. purified E. faecalis HMGR, NADPH absorbance 340 nm kinetic. inhibition, % at 10 µM. AID 1066. 190,000 tested, 0.41% active;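 active = inhibition above a set limit, the median over all tested compounds plus 3 SD, cut at about 9.5% in these data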;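 also: enzyme runs in reverse so mevalonate oxidation gives rising NADPH absorbance; 0% = complete reaction with DMSO and 100% = background rate lacking mevalonate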
STAT1 activator: STAT1 signaling activation. NIH 3T3 STAT1-luciferase reporter, IFN-gamma, luminescence; 100% = IFN-gamma alone, no compound. 200,000 tested, 2.6% active. activation (% of control), % at 5.5 µM;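 active = activation above the screen-wide mean activation plus 3 SD, cut at about 130% in these data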;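 also: raw ratio to IFN-gamma control signal so 100% means no change and 0% no light; values of inactives mirror those of a sister screen read the other way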
TLR4-MyD88 BLA: TLR4-MyD88 interaction inhibition in cells; O00206+Q99836; HeLa CL3-4 TLR4/MyD88 BLA complementation, FRET ratio; inhibition, % at 8.4 µM; 200,000 tested, 0.18% active; AID 861; in the data active = inhibition above about 25%;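 also: 0% = vehicle and 100% = reference inhibitor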
STAT3 inh: inhibitors of IL-6 induced STAT3 signaling; U3A cells, IL-6 STAT3-luciferase reporter, luminescence; host cell line lacks STAT1; AID 862; 190,000 tested, 0.89% active; inhibition, % at 5.5 µM;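 active = inhibition above the mean inhibition across all screened compounds plus 3 SD, cut at about 44% in these data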;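 also: 0% = DMSO only wells and 100% = 100 µM nifuroxazide control wells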
STAT1 blocker: STAT1 signaling inhibition | NIH 3T3 STAT1-luciferase reporter, IFN-gamma, luminescence | inhibition, % at 5.5 µM | 200,000 tested, 0.35% active | AID 920;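 active = inhibition above a set limit, the mean inhibition across all tested compounds plus 3 SD, cut at about 34% in these data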;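 also: 0% = IFN-gamma with DMSO and 100% = IFN-gamma with 300 µM nifuroxazide; values of inactives mirror those of a sister screen read the other way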
APP 5'UTR act: activates APP 5'UTR luciferase reporter | SH-SY5Y APP 5'UTR luciferase reporter, luminescence; zero percent = DMSO vehicle wells | activation, % at 2 µM | 190,000 tested, 1% active | AID 1276;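 active = activation above a set limit, based on mean plus 3 SD of controls, cut at about 140% in these data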; also: values of inactives mirror those of a sister screen read the other way
Numbers without * were called inactive; nt = not tested or not shown; & = joins results of further samples.

1	CCn1c(CSc2nc3ccccc3s2)nnc1SCC(=O)c1ccc2c(c1)OCCO2
2	COc1ccnc(N=CNOCc2ccc(C)cc2)c1C#N
3	COc1ccc2c(c1)C(C1C(=O)CCCC1=O)c1ccccc1O2 (configuration not stated)
4	O=C(c1cnc2n(c1=O)CCS2)N1CCc2ccccc21
5	CCOC(=O)n1c(=O)n(Cc2ccc(Cl)c(Cl)c2)c2ccccc21
6	Cc1ccccc1CN1CCN(CC(=O)NCc2ccccc2)C1=O
7	CSc1ccccc1C(=O)NCc1ccc2c(c1)OCO2
8	CC1Cc2ccccc2N1C(=O)CSc1nnc(Cn2nnc3ccccc32)n1C (configuration not stated)
assay / entry	1	2	3	4	5	6	7	8
Hsp70 activator	0.3	-0.2	-0.1	-0.2	0.0	-0.4	0.2	0.0
DTT redox prof	-1.0	-0.1	0.2	-0.2	1.4	-2.5	1.1	0.0
NF-kB neuron act	0.9	1.6	1.1	1.1	0.68	1.3	1	0.97
STAT3 act	108	88	89	105	99	102	99	102
HMGR II inh	4	-4	2	-2	-1	1	1	2
STAT1 activator	106	106	104	93	96	102	95	100
TLR4-MyD88 BLA	5	6	4	-8	8	-13	-1	5
STAT3 inh	-6	20	23	-6	7	0	4	0
STAT1 blocker	-7	-7	-5	8	5	-3	6	0
APP 5'UTR act	-4&-2	-12	-2	7	-5	17	12	8

Individual results from the list:
STAT3 act result of CC1Cc2ccccc2N1C(=O)CSc1nnc(Cn2nnc3ccccc32)n1C (configuration not stated) = 102
DTT redox prof result of COc1ccc2c(c1)C(C1C(=O)CCCC1=O)c1ccccc1O2 (configuration not stated) = 0.2

(listing goes on)
9	Cc1ccc(Cl)cc1N1CCN(C(=O)c2ccc(CN3CCOCC3)cc2)CC1
10	COc1ccc(CCn2c(C)cc(C(=O)CSc3nc(N)cc(=O)[nH]3)c2C)cc1
11	Cc1cc2ncn(/N=C/c3ccc(-c4ccccc4)o3)c2cc1C
12	CCC(C)c1ccc(NC(=S)NN2CCOCC2)cc1 (configuration not stated)
13	O=C(Nc1nc2ccccc2c2nc3ccccc3n12)c1ccc(F)cc1
14	CCCC(=O)N1CCN(c2ccc(NC(=O)c3cc4ccccc4o3)cc2)CC1
15	C=CCn1c(P(=O)(O)c2ccccc2)nc2ccccc21
16	O=C(Nc1ccc(Oc2nnc(-c3ccccc3)c3ccccc23)cc1)c1ccccc1
assay / entry	9	10	11	12	13	14	15	16
Hsp70 activator	0.4	0.0	0.0	-0.2	-0.2	-0.3	-0.1	0.1
DTT redox prof	-0.4	-3.6	4.5	0.5	-0.6	2.4	2.8	-0.1
NF-kB neuron act	0.59	0.39	1.1	1.2	1.2	0.29	1.5	1.2
STAT3 act	93	69	93	103	96	78	118	101
HMGR II inh	0	-4	3	-3	-8	-3	-7	0
STAT1 activator	92	88	105	126	87	100	97	92
TLR4-MyD88 BLA	-10	-7	-1	5	0	13	-10	-9
STAT3 inh	10	41	13	-9	3	30	-10	-2
STAT1 blocker	8	14	-6	-28	14	0	3	9
APP 5'UTR act	7	-12	14	42	-26	-7	8	-5

17	Cn1c(=O)n(C)c2cc(S(=O)(=O)NCC(=O)O)ccc21
18	O=S(=O)(c1cccs1)n1nnc2ccccc21
19	NC(=O)COC(=O)c1c2c(nc3ccccc13)CCCCC2
20	O=C(OCc1nnc(-c2ccccc2)o1)c1ccc(S(=O)(=O)NCc2ccco2)cc1
21	CC(=O)Nc1c(O)nc(SCc2ccccc2C#N)[nH]c1=O
22	Cc1ccc(-c2nnn(CC(=O)NC3CCN(Cc4ccccc4)CC3)n2)cc1
23	Nc1n[nH]c(N)c1N=Nc1ccc(F)cc1
24	O=c1c2ccccc2nc2n1C(CSCc1ccc(Cl)cc1Cl)CS2 (configuration not stated)
assay / entry	17	18	19	20	21	22	23	24
Hsp70 activator	-0.2	-0.1	-0.3	-0.4	-0.7	-0.1	0.1	-0.1
DTT redox prof	-1.7	-1.0	0.1	2.9	0.0	0.4	-0.2	-3.8
NF-kB neuron act	1	1.1	1	1.1	1.2	0.76	1.5	0.87
STAT3 act	101	95	91	101	106	96	93	84
HMGR II inh	3	-4	0	3	-3	1	2	-5
STAT1 activator	99	100	92	101	101	104	109	83
TLR4-MyD88 BLA	11	-6	3	8	-16	5	-12	8
STAT3 inh	3	11	18	3	-10	8	16	19
STAT1 blocker	1	0	8	-1	-1	0	-10	19
APP 5'UTR act	8	2	-5	20	-1	-6	19	-10

25	COc1ccc(C(C(=O)NC2CCCC2)N(C(=O)c2ccoc2C)c2ccc(C)c(C)c2)cc1 (configuration not stated)
26	CCOC(=O)C1=C(O)/C(=C/c2ccc(OCC(=O)O)c(OC)c2)SC1=Nc1ccc(OC)cc1
27	Cc1ccc(NC2=C(N3CCCCC3)C(=O)c3ccccc3C2=O)cc1
28	Cc1ccc(/C=C/C(=O)c2ccc(N3CCOCC3)cc2)s1
29	CCOC(=O)c1[nH]c(C=O)c(C(=O)OCC)c1C
30	CCOC(=O)c1csc(NC(=O)c2cc(=O)c3ccccc3o2)n1
31	N/C(=N\OC(=O)CC(c1ccccc1)c1ccccc1)c1cccnc1
32	COc1ccc(C2N(S(=O)(=O)c3ccccc3)CCN2S(=O)(=O)c2ccc(C)cc2)cc1 (configuration not stated)
assay / entry	25	26	27	28	29	30	31	32
Hsp70 activator	-0.4	-0.5	-0.2	0.0	-0.1	-0.1	1.1	-0.3
DTT redox prof	-0.6	-0.4	0.1	-0.8	-0.6	-1.0	-0.4	0.6
NF-kB neuron act	0.93	0.89	0.54	3.3	1.4	1.2	2.1	1.5
STAT3 act	108	105	106	77	106	101	95	101
HMGR II inh	0	0	4	3	-1	-2	0	4
STAT1 activator	108	96	107	135*	106	113	96	94
TLR4-MyD88 BLA	-19	-7	13	4	7	-3	-8	0
STAT3 inh	-10	-7	4	32	-5	3	13	-2
STAT1 blocker	-9	4	-8	-37	-7	-16	3	4
APP 5'UTR act	nt	3	25	106	-91	19	4	nt

Single records, from the list above.
N/C(=N\OC(=O)CC(c1ccccc1)c1ccccc1)c1cccnc1 is listed as Hsp70 activator: 1.1; DTT redox prof: -0.4; NF-kB neuron act: 2.1; STAT3 act: 95; HMGR II inh: 0; STAT1 activator: 96; TLR4-MyD88 BLA: -8; STAT3 inh: 13; STAT1 blocker: 3; APP 5'UTR act: 4
Cc1ccc(/C=C/C(=O)c2ccc(N3CCOCC3)cc2)s1 is listed as Hsp70 activator: 0.0; DTT redox prof: -0.8; NF-kB neuron act: 3.3; STAT3 act: 77; HMGR II inh: 3; STAT1 activator: 135*; TLR4-MyD88 BLA: 4; STAT3 inh: 32; STAT1 blocker: -37; APP 5'UTR act: 106

Further entries follow.
33	Cc1cc(=O)oc2cc(OCC(=O)NCc3ccco3)ccc12
34	COc1cc(/C(C#N)=C/c2ccccc2)c([N+](=O)[O-])cc1OC
35	COc1ccc(NC(=O)N2CCCC2C(=O)NCc2ccc(C)cc2)cc1 (configuration not stated)
36	CCOc1ccccc1C(=O)N1CCN(c2ccc(C(F)(F)F)cn2)CC1
37	O=C(O)CCCCCNC(=O)c1ccc(Br)cc1
38	CCc1ccc2nc(NC(=O)CSCc3c(C)noc3C)sc2c1
39	O=C1C(C=NCc2ccncc2)=C(O)c2ccccc21
40	O=C1N/C(=C/c2cccn2-c2ccc(F)cc2)C(=O)N1Cc1ccccc1
assay / entry	33	34	35	36	37	38	39	40
Hsp70 activator	-0.1	-0.3	0.0	-0.4	-0.2	-0.4	0.2	-0.1
DTT redox prof	-2.9	0.6	-1.7	-0.1	0.1	0.6	0.2	0.2
NF-kB neuron act	1.2	0.81	1.2	0.83	1	1.9	1.1	0.91
STAT3 act	87	102	104	88	99	96	108	109
HMGR II inh	-5	-1	1	-7	-9	1	-1	-3
STAT1 activator	101	98	102	86	102	122	105	91
TLR4-MyD88 BLA	0	7	-10	-4	-1	2	9	10
STAT3 inh	20	0	0	20	-2	8	-4	-14
STAT1 blocker	-1	4	-2	15	-3	-24	-5	10
APP 5'UTR act	3	-3	-18	44	-5	17	17	-3

41	O=C(CSc1nnc(Cn2nnc3ccccc32)o1)N(Cc1ccc(Cl)cc1)c1ccccc1
42	O=c1c(Cc2ccc(F)cc2)c(O)ccn1CCc1cnc[nH]1
43	O=C(N1CCCCC1)C1(c2ccccc2)CCOCC1
44	O=C(CC12CC3CC(CC(C3)C1)C2)NC(=S)Nc1ccc(CN2CCOCC2)cc1
45	O=C(N/N=C/c1cn(-c2ccccc2)nc1-c1cccs1)c1ccncc1
46	Cc1ccc2nc(SCC(=O)N/N=C/c3ccco3)cc(C)c2c1
47	NC(=S)n1[nH]c(-c2ccc([N+](=O)[O-])cc2)c(N=Nc2ccccc2[N+](=O)[O-])c1=O
48	O=C(O)C1(P(=O)(c2ccc(Cl)cc2)c2ccc(Cl)cc2)CC1
49	O=C1Nc2ccccc2C(O)(C(=O)NCc2ccc3c(c2)OCO3)N1c1ccc(Cl)c(Cl)c1 (configuration not stated)
assay / entry	41	42	43	44	45	46	47	48	49
Hsp70 activator	-0.5	-0.1	-0.2	-0.4	-0.1	-0.3	0.1	-0.1	-0.3
DTT redox prof	0.0	-1.4	-0.1	2.8	-0.6	0.6	-0.3	-0.1	2.4
NF-kB neuron act	0.69	1.1	0.82	1.1	1	0.63	0.8	1.1	0.74
STAT3 act	55	96	101	98	86	88	93	106	104
HMGR II inh	-1	-5	-4	-4	0	0	-2	0	-3
STAT1 activator	95	99	112	105	101	91	100	93	103
TLR4-MyD88 BLA	-15	-3	5	-6	-6	-5	5	-20	-18
STAT3 inh	53*	8	3	4	17	16	10	3	-1
STAT1 blocker	18	1	-13	-8	-1	9	-2	8	-3
APP 5'UTR act	nt	16	5	24	26	21	-14	34	6
